Assay outcomes as filed in PubChem BioAssay.
NSD2 inh: inhibitors of human histone methyltransferase NSD2; O96028; NSD2 peptide methylation, AlphaScreen, 120 min; inhibition, % at 12.5 µM; hit rate 0.54% among 310,000; AID 743445; in the data active = inhibition above about 50%
MITF TRPM1 HTS: increases MITF-driven TRPM1 promoter luciferase signal. SK-MEL-5 TRPM1-promoter luciferase, 24 h; % of positive control, neutral wells = 0. activation, % at 12.5 µM. hit rate 0.75% among 300,000;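 active = mean activation of at least 80% with every replicate also reaching 80%; inconclusive = mean reaches 80% but some replicate falls short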;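 also: 0% = neutral control wells and 100% = parthenolide positive control wells; values of inactives mirror those of a sister screen read the other way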
SR-BI DiI inh: mouse SR-BI HDL lipid transfer inhibition; hit rate 0.96% among 320,000; ldlA[mSR-BI] CHO cells, DiI-HDL uptake fluorescence, 3 h; inhibition, % at 12.5 µM; Q61009;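 active = mean replicate inhibition of at least 70% and a set share of replicates each scoring 70 or more; inconclusive = meets just one of the two criteria; inactive = fails both criteria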;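 also: 0% = median of neutral control wells and 100% = median of positive control wells; values of inactives mirror those of a sister screen read the other way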
Target sequence (Q61009 whole entry, looked up): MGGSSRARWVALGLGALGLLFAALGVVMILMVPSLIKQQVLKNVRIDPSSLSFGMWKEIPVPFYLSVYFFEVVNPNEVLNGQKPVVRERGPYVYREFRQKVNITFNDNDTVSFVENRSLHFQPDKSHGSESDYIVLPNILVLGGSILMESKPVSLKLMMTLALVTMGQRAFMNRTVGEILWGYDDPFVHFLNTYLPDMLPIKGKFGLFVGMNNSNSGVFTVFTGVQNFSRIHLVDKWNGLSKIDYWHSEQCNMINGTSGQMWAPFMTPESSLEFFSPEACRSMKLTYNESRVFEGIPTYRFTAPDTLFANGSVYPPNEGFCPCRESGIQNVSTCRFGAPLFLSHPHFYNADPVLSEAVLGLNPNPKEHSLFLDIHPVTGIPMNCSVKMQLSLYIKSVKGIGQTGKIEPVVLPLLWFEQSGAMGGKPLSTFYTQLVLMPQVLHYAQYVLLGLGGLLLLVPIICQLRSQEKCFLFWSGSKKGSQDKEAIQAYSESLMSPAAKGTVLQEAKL
CAL PDZ FP-1: inhibitors of human CAL PDZ peptide binding; purified CAL PDZ, TMR-peptide fluorescence polarization, 1 h; inhibition, % at 24.9 µM; hit rate 0.92% among 300,000; AID 602252;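 active = mean inhibition of at least 30% with at least half of replicates also reaching 30%; inconclusive = no clear call, values can overlap the other calls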;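 also: 0% = DMSO neutral control and 100% = excess unlabeled competitor peptide PRC23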
Rtt109 HAT inh: C. albicans Rtt109 histone acetyltransferase inhibition; inhibition, % at 34.9 µM; purified Rtt109/Vps75, ThioGlo CoA-SH fluorescence, 4 h; AID 540336; Q5AAJ8; hit rate 0.16% among 330,000;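 active = inhibition of at least 50% in every replicate; inconclusive = best replicate reaches 50% inhibition but some replicates fall short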
CAL PDZ FP-2: inhibitors of human CAL PDZ peptide binding | Q9HD26 | purified CAL PDZ, TMR-peptide fluorescence polarization, 1 h | hit rate 0.02% among 330,000 | inhibition, % at 20 µM | AID 504414;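 active = highest replicate inhibition of at least 40%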;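 also: plate controls were DMSO neutral control wells for no effect and unlabeled competitor peptide control wells for full effect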
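Material: tagged CAL PDZ protein CerCALP, purified; buffer or medium: sodium phosphate/NaCl buffer pH 7.4 with TCEP, IgG, Thesit; also added: fluorescent TMR peptide probe; schedule: 1 h incubation at room temperature before polarization reading; technique: fluorescence polarization from S- and P-plane intensities, G-factor corrected; control set: unlabelled peptide and DMSO controls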
dFosB activator: enhances mouse delta FosB homodimer DNA binding. P13346. purified delta FosB, TAMRA-CDK5 oligo fluorescence polarization; percent of positive-control signal above neutral wells. activation, % at 25 µM. hit rate 0.99% among 340,000. AID 493131;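 active = mean activation above about 17%, with every replicate also reaching it, limit read from the data, passing the limit was not always enough; inconclusive = only one of the two conditions met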;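 also: fluorescence polarization rise as delta FosB binds a TAMRA Cdk5 AP-1 oligo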
Target sequence (P13346 whole entry, looked up): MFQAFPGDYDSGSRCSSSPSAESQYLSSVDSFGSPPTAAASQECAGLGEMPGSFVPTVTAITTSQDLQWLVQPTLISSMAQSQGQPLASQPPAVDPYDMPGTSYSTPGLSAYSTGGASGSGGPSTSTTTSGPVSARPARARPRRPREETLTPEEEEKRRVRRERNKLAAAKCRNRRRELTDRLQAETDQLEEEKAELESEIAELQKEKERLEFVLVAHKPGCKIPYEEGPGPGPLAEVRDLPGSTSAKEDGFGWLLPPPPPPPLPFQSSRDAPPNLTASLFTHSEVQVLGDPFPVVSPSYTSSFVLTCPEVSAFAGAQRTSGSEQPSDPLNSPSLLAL
PvdQ acylase: P. aeruginosa PvdQ acylase inhibition | purified PvdQ acylase, fluorescence plate reader | inhibition, % at 10 µM | hit rate 0.063% among 340,000; in the data active = inhibition above about 30%, passing the limit was not always enough; inconclusive = no clear call, values can overlap the other calls;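 also: 0% = vehicle neutral wells and 100% = reference inhibitor wells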
SR-BI DiI-HDL act: SR-BI HDL lipid transfer activation; CHO ldlA[mSR-BI] cells, DiI-HDL uptake fluorescence, 3 h; 100 = double the neutral-control signal; activation, % at 12.5 µM; hit rate 0.096% among 320,000; AID 504775;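 active = mean replicate activation of at least 60% and every replicate at or above 60%; inconclusive = mean or all-replicate condition met, but not both; inactive = mean below 60% and not all replicates reaching 60%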;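 also: 0% = median plate neutral-control signal and 100% = twice that signal; values of inactives mirror those of a sister screen read the other way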
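system = CHO ldlA[mSR-BI] cells, LDL receptor-null, SR-BI overexpressing | medium = Ham's F12 with 0.5% BSA, HEPES 25 mM, pH 7.4 | probe or stimulus = DiI-HDL 10 µg/mL | compound dosing = single-point compound dose | incubation = compound exposure 3 h, 37 °C | technique = DiI fluorescence, bottom read | read-out = cell-associated DiI fluorescence as measure of HDL uptake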
PfHsp90 yeast 2: reduces growth (ATP signal) of yeast expressing P. falciparum Hsp90; S. cerevisiae expressing PfHsp90, BacTiter-Glo ATP, 48 h; yeast lacking PDR1 and PDR3 efflux regulators; hit rate 0.32% among 310,000; inhibition, % at 9.4 µM;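 active = every replicate shows inhibition above about 80%, whatever the replicate mean, limit read from the data; inconclusive = mean inhibition reaches the set limit but some replicate falls short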;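 also: 0% = DMSO neutral controls and 100% = 20 µM radicicol positive controls; yeast relying on Plasmodium falciparum Hsp90 in place of its own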
* hit, by the source's call; ? = inconclusive; . = not tested or not shown; & = joins results of further samples. A portion of the library, so the mix of outcomes need not match the whole.

SMILES	NSD2 inh	MITF TRPM1 HTS	SR-BI DiI inh	CAL PDZ FP-1	Rtt109 HAT inh	CAL PDZ FP-2	dFosB activator	PvdQ acylase	SR-BI DiI-HDL act	PfHsp90 yeast 2
CCn1c(C)c(C(=O)Nc2ccc(OC)cc2)c2cc(OC)ccc21	3.2	49.3	13.9	-3.1	0.2	0.9	-1.9	-9.0	-13.9	13.6
CN1CCC(OC(=O)c2cccc(F)c2)CC1	4.6	13.2	12.7	-5.1	5.3	-1.0	3.1	-19.5	-12.7	-2.3
CC(=O)N(C)C1=Nc2ccc(Cl)cc2C(c2ccccc2)=[N+]([O-])C1	54.4*	-0.5	-12.4	.	-17.2	-1.4	0.4	-13.6	12.5	.
CN(C)[C@@H]1C(=O)C(C(N)=O)=C(O)[C@@]2(O)C(=O)C3=C(O)c4c(O)cccc4[C@@](C)(O)C3[C@H](O)C12 (some centres undefined)	.	-8.7&7.2	42.6&-2.5	-5.4&-4.3	12.6&9.3	1.1&0.0	-16.9&-9.1	-4.3&-1.2	-42.6&2.5	15.7&-19.3
COC(=O)OCC12CCC(O1)C1(C)C(=O)OCC21 (centres undefined)	-1.0	14.3	-57.7	-1.2	-2.5	-0.7	1.2	-6.3	57.7	-2.2
COc1ccc(OC)c(NP(=O)(Oc2ccc(Cl)cc2)Oc2ccc(Cl)cc2)c1	-5.0	3.7	-4.0	0.7	-0.4	0.1	-3.8	-0.9	4.0	18.1
Cn1c(O)c(C(=Nc2ccccc2)SCc2ccccc2Cl)c(=O)n(C)c1=O	-10.3	.	-9.1	.	-0.1	-1.4	-7.2	-20.6	9.1	16.5
COc1ccccc1C1CC2CCC(C1OC(C)=O)N2Cc1ccccc1 (centres undefined)	0.6	.	-6.4	-3.5	4.1	-0.5	-6.3	6.5	6.4	5.1
COc1ccc(CC[n+]2cc(/N=C(\C)[O-])on2)cc1OC	-1.1	-3.6	-24.0	-2.5	8.6	-1.1	0.7	-10.9	24.0	3.3
Cc1cc(C)cc(-n2c(O)c(C=Nc3ccc(N4CCOCC4)cc3)c(=O)[nH]c2=S)c1	-1.8	9.5	-2.6	1.1	.	-1.4	-8.5	15.2	2.6	-0.3
Cc1nn(Cc2ccccc2Cl)c(C)c1C(=O)OCC(=O)NC1CCS(=O)(=O)C1 (centres undefined)	-0.6	4.9	1.3	-2.7	17.6	-1.4	-3.0	3.7	-1.3	2.0
CCN(CC)P(c1n(C)cc[n+]1C)N(CC)CC	-2.0	0.4	-20.0	-1.2	.	0.3	-2.2	0.3	20.0	-11.7
Cc1c2cnn(CC(=O)N3CCC4(CC3)OCCO4)c(=O)c2c(C)n1Cc1cccc(Cl)c1	12.0	-6.0	-9.1	.	1.0	-1.2	-6.9	3.2	9.1	9.9
COC(=O)C1=C(c2cccc(OCc3ccccc3)c2)C[C@@H]2CC[C@H]1N2C(=O)NCc1ccc(F)cc1	.	-7.9	30.1	-1.2	-2.3	-1.8	?	-2.0	-30.1	-8.8
C/C(=N\NC(=O)c1ccccc1O)c1c(O)n(C2CCCCC2)c(=O)[nH]c1=O	8.1	16.5	42.3	1.6	31.5	-2.2	-8.4	2.5	-42.3	7.2
c1ccc(-c2ccc(-c3n(-c4ccccn4)c4ccccc4[n+]3-c3ccccn3)cc2)cc1	14.2	-6.9	.	3.9	4.7	12.2	-9.3	-13.0	.	-15.0
O=C1CCCN1C(=O)c1cncc(Br)c1	-1.0	.	-38.9	0.1	12.5	-0.5	2.0	-5.6	38.9	.
Cc1cc(OC(C)C(=O)NCC(O)c2ccccc2)c2c3c(c(=O)oc2c1)CCCC3 (centres undefined)	-0.3	5.6	22.9	-11.2	4.4	-1.8	-17.5	-6.0	-22.9	-36.1
CCOC(C[n+]1c(-c2ccccc2)cc(C)cc1-c1ccccc1)OCC	.	.	-5.7	0.6	7.6	-0.6	-1.0	-0.7	5.7	15.7
Clc1cccc(N2CCNCC2)c1Cl	3.6	2.1	-41.0	-6.4	-8.6	-0.2	-0.1	-16.5	41.0	-15.4
COC(=O)C1=C(c2ccc(-c3ccccc3)c(F)c2)C[C@@H]2CC[C@H]1N2C(=O)N1CCC(C)CC1	.	-9.3	-18.9	0.0	1.0	0.9	3.5	-6.2	18.9	.
COc1ccccc1OC(=O)c1ccc(C)c(S(=O)(=O)N2CCOCC2)c1	-3.0	4.2	47.4	-6.1	9.4	-0.8	-15.5	-1.6	-47.4	-17.8
CCNc1nc(Cl)nc(NC(C)C)n1	-1.2	-5.8	-42.8	-1.8	1.2	-0.2	3.5	-1.0	42.8	9.8
COc1ccc(CCC(C)NCCc2ccccc2)cc1 (centres undefined)	0.0	5.2	8.2	-0.2	-1.6	0.3	-5.9	-4.8	-8.2	17.7
COC(=O)C1=C(c2cccc(C#N)c2)C[C@@H]2CC[C@H]1N2C(=O)NCCNC(C)=O	.	9.5	-10.4	-0.2	-5.7	-0.7	7.5	0.9	10.4	.

Next entries follow.
SMILES	NSD2 inh	MITF TRPM1 HTS	SR-BI DiI inh	CAL PDZ FP-1	Rtt109 HAT inh	CAL PDZ FP-2	dFosB activator	PvdQ acylase	SR-BI DiI-HDL act	PfHsp90 yeast 2
C=CCN1C(=O)NC(=O)/C(=C/c2ccc(OC)c(CSc3ccccn3)c2)C1=O	4.2	.	-8.1	.	2.1	0.6	-7.7	-15.8	8.1	11.4
C=CCN1C(=O)CSc2ccc(C(=O)N3CCC4(CC3)OCCO4)cc21	-1.4	0.0	-15.7	-3.8	10.4	-0.2	3.5	9.8	15.7	-17.0
O=c1c2ccccc2nc(/C=C/c2ccc(O)cc2)n1-c1ccccc1O	-1.5	2.0	12.3	4.5	-1.4	-1.0	-8.8	-5.6	-12.3	7.3
O=C1C2CCN(CC2)C1Cc1ccc(OCCOc2ccccc2)cc1 (centres undefined)	-1.8	-6.9	-27.9	-1.1	-2.3	-0.5	-10.1	-8.1	27.9	1.9
Cc1ccc(Oc2cc(NN3CCCCC3)c([N+](=O)[O-])cc2[N+](=O)[O-])c([N+](=O)[O-])c1	.	0.8	1.2	1.5	10.0	-0.4	9.3	2.3	-1.2	-15.3
CN1CCC2(O)OCCCC2C1 (centres undefined)	1.2	10.5	-7.4	0.8	1.3	-0.6	1.7	2.2	7.4	6.6
COP(=O)(OC)C1(Nc2ccc(C)cc2)CCCCC1	4.3	-1.7	-4.3	-3.0	1.9	0.0	1.0	12.5	4.3	34.3
COc1cccc(N2C(=O)/C(=C/c3ccc(C)o3)C(=O)NC2=S)c1	19.2	-26.9	-12.7	-5.6	4.5	0.3	-11.4	-15.9	12.7	5.7
Cc1cc(/C=C2\C(=O)NC(=O)N(c3ccc(Cl)cc3)C2=O)c(C)n1-c1cccc(C(=O)O)c1	28.1	1.7	-11.0	-1.7	0.3	0.6	1.4	-0.2	11.0	-15.6
CN1C(=O)C(=Cc2coc3ccccc3c2=O)C(=O)N(C)C1=O	7.3	.	-6.8	-5.2	0.0	-0.3	-4.4	-6.5	6.7	-7.8
COC(=O)C1=C(c2cccc(OCc3ccccc3)c2)C[C@@H]2CC[C@H]1N2C(=O)NCc1ccc(Br)cc1	.	0.7	43.5	-4.7	6.4	-2.1	-0.7	0.5	-43.5	-3.8
Cc1c(CC(=O)N2C[C@H]3C[C@@H](C2)c2cccc(=O)n2C3)c(=O)oc2c(C)c(O)ccc12	.	0.6	7.0	-5.1	-120.5	-0.4	-4.9	-14.3	-7.0	-5.2
O=C(c1cc(-c2ccc(Cl)cc2)n(-c2ccc(Cl)cc2Cl)n1)N1CCOCC1	0.1	7.3	10.2	-6.0	3.0	-0.9	-9.8	-15.8	-10.2	-26.1
ClCCN(CCCl)c1ccc(-n2cnc3c(Cl)ncnc32)cc1	-0.1	-81.8	30.8	-0.7	0.6	-0.6	-3.8	-6.5	-30.8	6.0
CCN(C(=O)COC(=O)c1cc(C)n(C2CC2)c1C)c1ccccc1	0.6	-0.4	54.7	.	1.3	-1.3	-5.2	-14.8	-54.7	-20.5
COc1cc(Br)cc(CN2CCN(C)CC2)c1O	5.1	5.6	-10.5	.	-9.4	-2.5	-3.0	-2.2	10.5	.
CC12CN3CC(C)(CN(C1)C3c1cccs1)C2O (centres undefined)	-3.1	-3.8	-3.7	-0.4	-9.4	0.2	4.0	-1.2	13.4	-22.5
CCOc1ccc(N2C(=O)NC(=O)/C(=C\c3ccc(N4CCOCC4)cc3C)C2=O)cc1	5.1	-8.1	-5.2	-2.7	-0.7	-2.5	-5.2	-6.2	5.2	-3.6
O=C1NC(=O)N(c2ccc3c(c2)OCO3)C(=O)/C1=C/c1ccc(N2CCCCC2)o1	4.9	12.5	-17.2	-40.9	10.7	.	-4.2	-15.1	17.2	-7.9
N#CCCn1cc(C=C2C(=O)NC(=O)NC2=O)c(-c2ccccc2)n1	17.5	-3.7	-13.0	-3.2	-12.8	-2.6	0.3	-0.2	13.0	-2.0
O=C(CNC1CCCCC1)N1CCC2(CC1)OCCO2	5.8	-5.9	20.9	-4.1	0.7	-1.9	-7.1	-7.0	-20.9	-11.2
O=C/C=C/c1ccccc1	.	8.9	-19.7	1.2	2.7	-0.4	-3.8	-2.0	19.7	7.0
CCC1(c2ccccc2)C(=O)NC(=O)NC1=O	.	0.4	-12.7	-3.5	1.1	0.5	0.7	-4.5	12.7	.
CN1CCc2nc3sc(C(=O)NC4CC4)c(N)c3cc2C1	18.1	7.0	-41.5	-3.5	-14.1	-1.1	-6.0	-13.0	41.5	-0.8
CCN1CCN(C(=O)Cc2ccccc2OC)CC1	-1.7	5.1	-34.2	-1.2	3.0	9.6	0.0	-16.5	34.2	8.5
Nc1ccccc1C(=O)OCC(=O)N1CCc2ccccc21	-25.2	50.9	-13.3	-0.2	-3.4	-1.4	-0.2	-7.6	13.3	-0.1
Cc1cc(C(=O)N=Nc2c(O)n(C)c3ccccc23)c(C)o1	-1.4	87.0*	5.8	0.0	-0.1	0.4	-0.7	-11.0	-5.8	18.5
CC1CCN(c2cc(Br)c([N+](=O)[O-])cc2F)CC1	4.6	6.2	.	-4.5	-3.4	-1.7	3.8	-13.3	.	5.7
Cc1cc(C)c(N=Cc2c(O)[nH]c(=O)[nH]c2=O)c(C)c1	-2.6	.	-11.7	-1.1	-0.2	-0.6	-0.2	-14.4	11.7	11.5
